Yeast superoxide: lowers age-related superoxide in aged yeast cells. S. cerevisiae aged cells, superoxide DHE fluorescence; hits give low values. superoxide response (% of plate mean), % at 10 µM. 0.18% of 330,000 active;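 active = superoxide response under a set limit, about three screen SD below normal, cut at about 65% in these data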;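 note: yeast aged for seven days with compound at 30 °C before DHE staining; 100% = average MFI of all compound-treated wells on the plate with controls excluded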
EBNA-1 inhibitor: blocks EBNA-1 binding to DNA; EBNA-1 DNA binding, fluorescence polarization; inhibition, % at 14.8 µM; 0.34% of 300,000 active; AID 1950; in the data active = inhibition above about 28%
Fam108B counter: counter-screen for RBBP9 inhibitors: inhibitors of mouse Fam108B | recombinant Fam108B, FP-Rh probe fluorescence polarization | inhibition, % at 9.51 µM | 0.33% of 300,000 active | AID 1947;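 active = inhibition above the screen mean inhibition plus 3 SD, computed separately per campaign, cut at about 18% in these data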;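 note: inhibitors lower polarization as less probe binds the enzyme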
ZTA counter: counter-screen for EBNA-1 inhibitors: inhibitors of Epstein-Barr virus ZTA. ZTA-DNA binding, fluorescence polarization. inhibition, % at 11 µM. 0.15% of 320,000 active. AID 2234; in the data active = inhibition above about 33%
MEX-5 binding: C. elegans MEX-5 TCR-2 RNA binding activity; MEX-5/FITC-TCR2 RNA binding, fluorescence polarization; hits give low values; activity score (negative = inhibition of binding), % at 10 µM; 0.38% of 300,000 active;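 active = inhibition past about -25% in most replicates, and total fluorescence under double the plate's negative control median, limit read from the data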;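 note: 0% = DMSO and -100% = 5 µM competing unlabeled TCR2 RNA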
Efflux pump inh: blocks antifungal efflux pumps in multiplex yeast assay; inhibition, % at 10 µM; S. cerevisiae Candida pump triplex, Nile Red efflux; 0.44% of 330,000 active; AID 485275;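 active = plate passing quality check with inhibition over a set limit, or well fluorescence over plate mean plus 4 SD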;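 note: Nile Red retained in pooled yeast measured as flow cytometry median fluorescence; 0% = buffer negative control and 100% = Enniatin B positive control; higher means more Nile Red kept so more efflux inhibition; some compounds called inactive have numbers as strong as hits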
MCL1 BIM primary: disrupts human MCL1 binding to BIM-BH3 peptide. GST-MCL1 / FITC-Bim-BH3 fluorescence polarization. 0.68% of 320,000 active. Q07820. inhibition, % at 10.9 µM;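 active = inhibition above the mean inhibition of all tested compounds plus 3 SD, set per campaign, cut at about 40% in these data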;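 note: 0% = DMSO wells and 100% = unlabeled Bim-BH3 peptide control; higher means more loss of mP so more displacement of Bim peptide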
Target sequence (Q07820 whole entry, looked up): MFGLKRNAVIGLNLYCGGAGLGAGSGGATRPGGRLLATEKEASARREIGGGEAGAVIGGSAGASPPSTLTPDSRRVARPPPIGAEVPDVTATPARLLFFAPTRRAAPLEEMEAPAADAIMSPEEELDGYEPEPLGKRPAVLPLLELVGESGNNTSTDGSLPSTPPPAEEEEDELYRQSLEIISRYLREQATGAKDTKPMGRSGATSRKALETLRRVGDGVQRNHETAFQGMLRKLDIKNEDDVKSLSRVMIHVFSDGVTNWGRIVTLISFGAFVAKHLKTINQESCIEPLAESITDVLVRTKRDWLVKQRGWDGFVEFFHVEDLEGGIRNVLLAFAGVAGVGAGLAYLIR
Bcl-xL primary: inhibitors of human Bcl-xL. Q07817. GST-Bcl-xL / FITC-Bim BH3 peptide fluorescence polarization. inhibition, % at 10.9 µM. 0.7% of 320,000 active. AID 2129;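 active = inhibition above the mean of all tested compounds plus 3 SD, cutoff set per campaign, cut at about 30% in these data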;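 note: 0% = DMSO wells and 100% = unlabeled Bim-BH3 peptide competitor; inhibitors lower millipolarization by displacing the labeled peptide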
Target sequence (Q07817 whole entry, looked up): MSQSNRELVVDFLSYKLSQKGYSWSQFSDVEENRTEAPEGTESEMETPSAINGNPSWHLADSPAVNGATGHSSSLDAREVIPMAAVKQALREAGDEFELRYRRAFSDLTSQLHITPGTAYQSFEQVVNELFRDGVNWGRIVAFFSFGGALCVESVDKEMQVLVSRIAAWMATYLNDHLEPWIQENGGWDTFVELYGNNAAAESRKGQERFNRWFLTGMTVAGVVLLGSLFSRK
GLD-1 TGE inh: GLD-1-TGE RNA interaction inhibition (C. elegans); 0.44% of 320,000 active; purified GLD-1 + fluorescein TGE RNA, fluorescence polarization; Q17339; inhibition, % at 5.96 µM; AID 2280;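 active = percent inhibition above a per-plate cutoff, the plate mean of test compounds plus 3 SD, cut at about 30% in these data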;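 note: 0% = DMSO wells with GLD-1 and probe and 100% = wells lacking GLD-1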
Target sequence (Q17339 whole entry, looked up): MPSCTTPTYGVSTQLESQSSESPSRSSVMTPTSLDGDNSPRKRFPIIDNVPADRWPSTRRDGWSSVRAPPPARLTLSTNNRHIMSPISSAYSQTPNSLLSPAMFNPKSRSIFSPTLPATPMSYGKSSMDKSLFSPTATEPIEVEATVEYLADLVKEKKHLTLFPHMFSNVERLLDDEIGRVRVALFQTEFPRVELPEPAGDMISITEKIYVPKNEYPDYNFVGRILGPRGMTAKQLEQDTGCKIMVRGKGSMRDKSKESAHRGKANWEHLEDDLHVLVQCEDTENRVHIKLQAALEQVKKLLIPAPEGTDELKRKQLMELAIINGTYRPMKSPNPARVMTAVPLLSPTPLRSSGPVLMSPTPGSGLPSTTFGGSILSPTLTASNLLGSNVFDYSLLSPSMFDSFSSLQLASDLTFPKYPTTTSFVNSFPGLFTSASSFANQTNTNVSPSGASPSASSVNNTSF
The depositor's hits bear a star; x = not tested or not shown; & = joins results of further samples. The order is random, and some 2.3% of all compounds hit somewhere here.

Each structure is followed by: Yeast superoxide, EBNA-1 inhibitor, Fam108B counter, ZTA counter, MEX-5 binding, Efflux pump inh, MCL1 BIM primary, Bcl-xL primary, GLD-1 TGE inh
CCOc1ccccc1N1CCN(C(=O)c2cc(-c3cccnc3)nc3c(Cl)cccc23)CC1
  104.9, 8.8, 0.6, -4.7, 6.9, -0.1, 14.2, 3.2, 2.5
Cn1c(=O)n(C)c2cc(S(=O)(=O)NCCOCCO)ccc21
  94.1, 5.2, -2.6, 14.8, -3.1, 0.2, 1.8, 2.2, 4.9
O=C(CCn1c(SCC(=O)NCc2ccco2)nc2ccccc2c1=O)NCCc1ccccc1
  95.9, 0.4, 0.8, 10.6, -0.5, 0.2, 4.9, -0.2, 7.3
O=C(NCc1nnc2n1CCCCC2)c1ccc(Cl)cc1Cl
  93.7, -8.1, -5.5, -3.2, 1.9, 0.0, 4.4, 2.4, -1.2
O=C(CCC(=O)N1CCN(S(=O)(=O)c2ccccc2)CC1)NC1CCCc2ccccc21 (centres undefined)
  91.6, -8.5, -0.4, 7.2, -1.8, 0.0, -3.0, -2.1, 0.8
Cc1c2cn[nH]c(=O)c2c(C)n1Cc1ccc(F)cc1
  86.5, 1.2, -2.3, -1.1, -2.5, -0.2, -6.0, 2.5, -1.4
CC(C)c1cc(C(=O)N2CCCC(CCC(=O)N3CCN(c4ccccn4)CC3)C2)no1 (centres undefined)
  107.7, -15.5, 6.5, -4.1, 1.4, 0.2, -1.1, 5.2, 6.2
O=[N+]([O-])c1c(NCCCO)cc(Sc2nc3ccccc3s2)c2nonc12
  104.2, -6.8, 3.5, 4.3, -9.2, 1.1, 60.0*, 44.0*, 11.2
Cc1oc2nc(SCC(=O)NCc3cccnc3)nc(N)c2c1C
  95.9, -8.0, -3.4, -2.0, -2.5, -0.1, 0.5, 7.3, 0.0
CCOC(=O)c1c(NC(=O)CN2CCN(C(=O)c3ccco3)CC2)sc2c1CCCC2
  112.8, -5.7, 5.2, 9.1, -0.2, 0.5, 6.0, 1.6, 4.1
COC(=O)/C=C(\C)NC(=O)c1cccs1
  98.2, 1.5, 4.2, -8.6, 1.0, 0.2, -4.0, 0.6, 1.4
CCOC(=O)C1CCN(S(=O)(=O)c2ccccc2)CC1
  97.1, -10.7, -0.1, -8.8, 0.6, -0.1, 6.8, 7.3, -1.0
O=C(O)CCSc1nnc(-c2ccccc2)n1-c1ccccc1
  86.7, -2.4, 5.9, -2.3, 0.1, -0.2, -5.8, -12.0, 7.1
S=C(Nc1ccccc1)Nc1ccc(Cl)cc1Cl
  88.6, -4.7, -2.5, 16.8, 0.8, -0.1, 4.8, 2.4, 2.2
COc1ccc2ccccc2c1/C=N/O
  116.9, -10.7, -1.3, -18.5, -0.6, 0.0, 6.0, 3.3, 3.9
COC(=O)c1ccc(C)c(NC(=O)C(CCSC)NC(=O)c2cc(OC)c(OC)c(OC)c2)c1 (centres undefined)
  105.7, 9.4, 1.6, 5.6, 3.2, -0.1, 5.6, 6.1, -5.8
CN(C)C(=O)NC1CCCCCCCCCCC1
  101.4, 5.0, -4.8, -5.9, 1.8, 0.0, 2.8, 5.6, 5.2
COCCCn1c(SCC(=O)N2CCc3ccccc32)nnc1-c1ccco1
  87.4, 9.9, -0.3, 2.7, -1.5, -0.2, 10.4, 9.4, 0.5
CCOc1c(C)cc(-c2ncccc2O)cc1C
  91.1&91.7, 10.6&-1.6, -2.3&-1.5, -8.5&-12.3, -1.1&3.6, -0.3&0.0, -1.1&6.0, -0.1&4.8, 2.6&12.1
CCC(=O)c1ccccc1OCCCn1cncn1
  92.8, 6.6, -2.1, -13.0, -1.5, 0.0, 2.4, 2.1, -5.5
COc1ccccc1NC(=O)CSc1nc(O)cc(=O)n1-c1ccccc1OC
  101.8, 1.9, 0.5, 8.5, -1.9, -0.1, -0.6, 0.6, -5.0
CCOc1ccc(NC(=O)CSc2nnc(CNC(=O)c3ccco3)o2)cc1
  95.9, -1.2, -4.1, -3.2, -3.9, 0.1, 3.5, 3.6, -0.1
Cc1n[nH]c(=O)c2c(NC(=O)COC(=O)/C=C/c3cccc(C(F)(F)F)c3)oc(C)c12
  96.5, -4.0, -3.0, -3.9, 2.1, 0.1, -1.9, 7.4, 1.7
CSc1nc(NC(C)(C)C)nc(Oc2ccc(=O)[nH]n2)n1
  101.9, -0.5, -0.1, -4.4, 1.5, 0.0, 1.1, 2.2, 1.8
CN1CCN(C(=O)C2=C[C@H](c3ccccc3)C[C@H](OCc3ccc(CO)cc3)O2)CC1
  92.8, 1.7, 2.9, -6.8, -0.8, 0.1, 10.3, 4.2, 6.7
Cc1cc(-c2n[nH]c(=S)n2/N=C/c2ccc(Br)s2)n[nH]1
  121.0, -2.8, 6.1, -0.7, x, 0.2, -19.2, -22.2, 6.3
O=C(CSc1ccccn1)Nc1nc2ccccc2s1
  106.3, 7.4, -6.5, 1.1, -0.3, 0.0, -7.3, -2.9, 3.2
CCOc1ccccc1NC(=S)NCc1cccn1C
  112.0, 7.5, 1.2, 0.6, -1.5, 0.0, 4.5, 9.6, -2.6
Cc1csc(SCC(=O)NC(=O)c2ccccc2)n1
  99.5, -9.5, 2.9, -0.1, 0.7, 0.1, 0.1, 2.5, 0.2
Cc1nc2c(o1)CCc1ccccc1C2O (centres undefined)
  120.9, -7.2, -6.6, 8.8, -3.8, 0.2, 5.5, 8.2, 5.5
COC(=O)c1c(NC(=O)CSc2nc3ccccc3c(=O)n2Cc2ccco2)sc(C)c1C
  86.6, 11.6, -0.9, 3.7, 3.1, 0.3, -3.0, 2.1, 6.5
Cc1cc(C)c2c(-c3ccc(F)cc3)c(C#N)c(=O)n(C)c2n1
  111.1, 13.0, -1.6, 14.7, 0.8, -0.1, -7.6, -6.4, 0.2
O=C(c1cc(-c2ccc(Br)cc2)nc2ccccc12)N1CCC1
  109.4, -1.8, -3.0, 11.0, -0.4, 0.0, -0.4, -0.3, -5.9
Cc1cccc(N=Nc2c(N)n[nH]c2N)c1
  97.2, 17.0, 0.3, -1.6, -1.9, -0.2, 3.2, 2.6, 3.1
O=C(CCCC(=O)c1ccc(F)cc1)c1ccc(F)cc1
  84.0, -24.3, -1.6, -12.0, -2.2, 0.0, -3.4, 0.1, -4.6
CCOc1c(CNCc2ccc(C(=O)O)cc2)cccc1OC
  97.9, -4.8, 0.3, -13.0, 2.5, -0.1, -6.0, 2.7, -0.9
Cn1c(C=O)c(-c2ccc3cc[nH]c3c2)c2ccccc21
  117.6, x, x, 10.5, x, 0.2, -8.2, -2.7, 1.3
CN(NC1OC(=O)c2ccccc21)c1c([N+](=O)[O-])cc(C(F)(F)F)cc1[N+](=O)[O-] (centres undefined)
  94.5, 3.1, 0.7, 5.3, -1.0, -0.1, 0.1, 6.0, -1.2
CCCC[C@@H]1CNC(=S)N1CCCc1cc(OC)c(OC)c(OC)c1
  x, 0.6, -0.4, -4.8, 1.1, x, 3.4, 1.2, 0.8
O=C(NCCc1ccccc1)C(=O)NCC1OCCCN1S(=O)(=O)c1ccc(F)cc1 (centres undefined)
  100.3, 6.2, 0.9, 7.8, -3.1, 0.2, 3.9, 2.1, -2.3
O=C(CN1C(=O)c2ccccc2S1(=O)=O)Nc1ncccn1
  101.0, -1.3, -2.2, 16.2, 0.2, 0.0, 9.0, 6.7, 9.9
O=C1c2cnc3ncnn3c2CC2c3ccccc3CCN12 (centres undefined)
  91.4, 11.1, 2.2, 12.9, 4.8, -0.1, 4.5, 11.0, -1.9
CCOC(=O)C1=C(Cn2cnc3ccccc32)NC(=O)NC1c1ccc(OC)cc1 (centres undefined)
  87.7, 9.6, -0.9, -1.8, -2.4, -0.1, 6.3, 3.1, 3.8
COc1cc(NC(=O)[C@@H](NC(=O)c2ccco2)C(C)C)c(OC)cc1NC(=O)c1ccccc1
  89.5, 2.4, 0.8, -11.8, 0.9, 0.0, -1.9, -3.7, 3.9
CCN(CC)c1ccc(-n2c(C)c(C(C)=O)c(C(C)=O)c2C)cc1
  110.8, 3.8, -6.2, 1.2, 0.4, 0.0, 1.2, 2.9, 6.3
O=C(CCN1C(=O)/C(=C/c2ccc3c(c2)OCO3)SC1=S)Nc1ccccc1
  90.6, 2.7, -5.0, -1.1, x, -0.1, 0.5, 0.9, 2.4
CCC(=O)Nc1ccc(C(=O)NNC(=O)c2cccc(C)c2)cc1
  98.2, -8.0, -5.9, -11.8, 1.1, 0.1, 3.0, 4.3, -3.9
CCOc1ccc(Cl)cc1CSc1n[nH]c(CC)n1
  108.6, -5.9, 2.1, -7.0, 2.9, -0.1, 6.1, 7.0, 1.2
O=C(NCC1(c2ccccc2)CCCC1)C(=O)N1CCOCC1
  99.4, 10.3, 0.0, -2.2, -1.1, 0.0, 9.4, 2.4, 1.7
O=C(Oc1ccc(N(Cc2cccs2)C2=NS(=O)(=O)c3ccccc32)cc1)c1ccccc1
  104.1, -3.4, -2.3, -11.0, 0.4, -0.1, 4.3, 2.6, 4.9
Cc1ccc(OCC(=O)NC2CCCCCC2)cc1C
  118.0, 19.2, -1.3, 5.1, -3.3, -0.1, 6.9, 4.0, -0.9
O=C(CSc1ccccn1)Nc1nc2c(ccc3ccccc32)s1
  103.9, -2.9, -28.8, 0.5, 2.1, 0.8, 5.8, 2.0, 3.8
CC(C)Oc1ccc(CCNC(=O)C2CCC(=O)N(C3CCCCCC3)C2)cc1 (centres undefined)
  86.4, 4.4, 2.2, 2.3, 0.8, 0.0, 3.7, -0.4, 8.0
COCCCNC(=O)COc1ccc2oc3c(c2c1)CCCC3
  91.6, 3.3, -1.5, 3.8, -0.6, 0.1, 4.2, 3.0, -2.4
Cc1cccc(OCCSc2nncn2C)c1
  106.7, 3.9, 3.3, -6.7, 0.1, 0.2, -0.6, -10.6, 7.9
COc1ccc(N/N=C(/C#N)S(=O)(=O)C(C)(C)C)cc1
  91.5, -5.1, -0.6, 17.5, -0.3, 0.1, -1.3, 2.7, 4.6
COc1ccccc1NS(=O)(=O)c1cc(NC(=O)Nc2ccc(Cl)cc2Cl)ccc1N1CCCCC1
  105.8, 2.2, -0.5, -0.7, -0.1, -0.4, 4.7, 1.7, 5.2
CCCn1c(SCC(=O)NCCc2ccccc2)nnc1C(C)C
  72.3, 0.4, 2.5, 0.2, -0.7, 0.1, -7.2, -1.6, 3.8
C=CCOc1c(Br)cc(CNc2ccc(NC(=O)C(C)C)c(OC)c2)cc1OC
  105.4, -7.5, 7.0, -4.0, 2.4, -0.1, -2.6, 0.2, 9.3
CC(=O)COc1ccc2c(C)c(C)c(=O)oc2c1
  103.5, -5.2, -0.6, 9.9, 1.1, 0.0, -0.1, -0.4, 8.6

Remaining list, next part
Each structure is followed by: Yeast superoxide, EBNA-1 inhibitor, Fam108B counter, ZTA counter, MEX-5 binding, Efflux pump inh, MCL1 BIM primary, Bcl-xL primary, GLD-1 TGE inh
CC(C)Cn1c(N)c(C(=O)COC(=O)C2Cc3ccccc3CN2S(C)(=O)=O)c(=O)n(C)c1=O (centres undefined)
  108.2, x, x, 11.0, x, 0.2, 1.3, 1.4, -2.0
CS(=O)(=O)n1nc(NCc2cccs2)nc1NCc1cccs1
  100.6, 4.2, -0.8, 4.3, -0.7, 0.0, -1.2, 1.1, -0.1
COC(=O)C1=CN(CCOC23CC4CC(CC(C4)C2)C3)C=C(C(=O)OC)C1c1ccsc1
  82.0, 1.0, -0.8, -6.9, 1.4, 0.2, -0.1, 1.9, 4.5
CCOC(=O)CCc1n[nH]c(=O)[nH]c1=O
  109.4, -4.6, 2.0, 8.1, -0.8, -0.1, 5.5, -0.5, 4.4
O=C(Cn1cc2c(n1)CCCC2)NCCCN1CCN(Cc2ccccc2)CC1
  94.8, 1.3, 1.2, 12.3, -1.5, 0.1, -1.4, 3.0, 13.2
Cc1ccc(-n2cnc3ncnc(-c4ccccc4)c32)cc1
  108.0, 0.8, 1.0, -13.2, -1.2, -0.2, 9.8, 7.2, -1.9
